Siah-1 displacement: blockers of Siah-1 interaction with plectin peptide – biochemical, fluorescence polarization, rhodamine-plectin, uHTS, primary screen (AID 1817); displacement, % at 20 µM; hits with a dose series show IC50 in µM; Siah-1 / rhodamine-plectin peptide fluorescence polarization; higher % means a stronger effect; 290,000 compounds, 0.02% hits;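 active means displacement of at least 50% at 20 µM, with a fluorescence ratio check between 0.3 and a set limit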;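 further: plate controls were Siah plus tracer with DMSO for no effect and tracer alone without Siah for full effect; strong numbers were not always called active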
HEK293 NOD2/NF-kB: inhibition of NOD2-driven NF-kB reporter – cell-based, luminescence, uHTS, HEK293 (AID 1566). HEK293 NOD2/NF-kB luciferase reporter, luminescence; higher % means a stronger effect. inhibition, % at 4 µM, or EC50 in µM where a hit was titrated. 290,000 compounds, 0.63% hits; further: many of its hits are not listed in these tables
XIAP displacement: XIAP antagonists, biochemical, IAP family, fluorescence polarization (AID 1018); XIAP BIR domain, fluorescence polarization peptide displacement; higher % means a stronger effect; one-dose displacement, % at 20 µM; IC50 in µM for titrated hits; 200,000 compounds, 0.007% hits; in the data active means displacement above about 50%; further: a part of the inactive calls stands beside numbers as strong as those of hits
NS5 inhibitors: Dengue-2 NS5 methyltransferase inhibitors, primary screen, biochemical, confirmation dose response (AID 588689); Dengue-2 NS5 methyltransferase capping enzyme assay, biochemical; higher % means a stronger effect; one-dose inhibition, % at 25 µM; IC50 in µM for titrated hits; 340,000 compounds, 0.3% hits; in the data active means a potency from the dose series; inconclusive means inhibition above about 29% without an active follow-up result
HIV peptide binding: cell-free HIV fusion peptide-binding blockers – biochemical, uHTS, fluorescence dequenching, primary screen (AID 1986) | one-dose inhibition, % at 20 µM; IC50 in µM for titrated hits | cell-free peptide binding, fluorescence dequenching, 30 min; higher % means a stronger effect | 290,000 compounds, 0.3% hits; in the data active means inhibition mostly above about 52%, no sharp cut-off; inactive means mostly below about 76%; further: some results filed as inactive read as strong as hits
Hep lipid drop: hepatic lipid droplet formation modulation. 240,000 compounds, 0.4% hits. AML12 mouse hepatocytes, oleate lipid droplets, BODIPY imaging. inhibition, % at 6.5 µM;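 active means lipid droplet intensity inhibited by at least 50%, with more than 500 cells counted; inconclusive means wells with under 300 cells, treated as cytotoxic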
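Assay system: AML12 hepatocytes (mouse); Probe or stimulus: oleic acid at 100 µM to induce lipid droplet formation; Dosing: compound at 6.5 µM only; Schedule: compound with oleate, overnight; Detection: fluorescence imaging, 20x objective, two fields per well; Measure: % inhibition of lipid droplet signal.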
LYP phosphatase: inhibitors of LYP phosphatase, biochemical, fluorescence intensity, uHTS (AID 1779); 290,000 compounds, 0.054% hits; recombinant LYP phosphatase, fluorescence intensity; higher % means a stronger effect; inhibition, % at 11.5 µM; hits with a dose series show IC50 in µM;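 further: plate controls were vehicle with enzyme for no effect and no enzyme for full effect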
Myeloid diff MLP: promotes myeloid progenitor differentiation; ER-HoxA9 myeloid progenitors, lysozyme-GFP differentiation, flow cytometry; calls only at 10 µM; 360,000 compounds, 1% hits; AID 624256;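 active means normalized GFP-positive differentiation at or above the plate's own cutoff, the solvent-only control mean plus 3 SD; inconclusive means no clear call, values can overlap the other calls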;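 further: cells exposed to compound for four days before flow analysis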
AID2073: inhibitors of Mint1-CaV2.2 protein interaction, biochemical, HTRF (AID 2073). HTRF protein-protein interaction, Mint1-CaV2.2; higher % means a stronger effect. inhibition, % at 20 µM, or IC50 in µM where a hit was titrated. 290,000 compounds, 0.19% hits; in the data active means inhibition mostly above about 51%, no sharp cut-off; inconclusive means no clear call, values can overlap the other calls; inactive means mostly below about 53%; further: some results filed as inactive read as strong as hits
Hep lipid drop cells 6.5 µM: recorded beside Hep lipid drop, whose call it bears; cell count; measured here: cell count, cytotoxicity flag;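 cells counted across two imaged fields per well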
NS5 inhibitors pilot replicate: recorded beside NS5 inhibitors, whose call it bears; inhibition, %; measured here: pilot screen replicate inhibition
Myeloid diff MLP GFP+ MAC1+ %: second read-out of Myeloid diff MLP, no call of its own (marks repeat the call); GFP+ MAC1+ double positive, %; measured here: differentiation confirmed by MAC1 staining
Numbers without * were called inactive; i = inactive; ? = inconclusive; . = not tested or not shown; & = joins results of further samples. Unless noted, no stated cut-off is given here; in the data, active means inhibition above about 50%; inactive means the rest. An excerpt; the hit share may differ from the screen's.

SMILES	Siah-1 displacement	HEK293 NOD2/NF-kB	XIAP displacement	NS5 inhibitors	HIV peptide binding	Hep lipid drop	Hep lipid drop cells 6.5 µM	LYP phosphatase	Myeloid diff MLP	Myeloid diff MLP GFP+ MAC1+ %	AID2073	others
N[C@@H](Cc1c[nH]c2ccccc12)c1nnc(SCc2ccc(Cl)cc2)o1	4%	4%	-4.6%	-2%	-1.3%	.	.	-4%	i	1.1	0%
CN(C)C(=O)Oc1ccc(NC(=O)N2CCOCC2)cc1	6%	18%	.	1%	-1.4%	-7	807	-9%	i	0.3	12%
NC(=O)OCCSc1nnc(-c2cccc(C(N)=S)c2)o1	-1%	23%	-4.4%	2%	0.4%	0	749	-5%	i	5.0	-3%
O=[N+]([O-])c1ccc(N2CCNCC2)cc1Sc1ccccn1	-12%	10%	-24%	2%	-0.1%	11	583	7%	i	0.4	-27%
FC(F)(F)c1ccc2c(c1)ncn2C1CCN(Cc2nnnn2C2CCCCC2)CC1	2%	0%	-1.9%	-3%	-1.9%	.	.	-4%	i	1.3	-2%
O=C1NC(=O)C(=Cc2cc3c(cc2[N+](=O)[O-])OCO3)C(=O)N1	-1%	20%	-4.3%	21µM*	14%	19	672	-10%	i	0.5	36%
O=[N+]([O-])c1ccc(NCCCN2CCOCC2)nc1	0%	6%	.	-12%	0.2%	2	831	-5%	i	1.0	0%
Cn1cc(C(=O)c2ccccc2)c2ccccc21	0%	16%	-15%	1%	-2.0%	.	.	-3%	i	1.4	7%
C[C@]12CCC3=C4CCC(=O)C=C4CC[C@H]3C1CC[C@@H]2O (some centres not stated)	1%	-7%	.	2%	0.8%	7	818	5%	i	1.3	1%
CN(C)C(=O)Oc1cccc2c(OC(=O)N(C)C)cccc12	1%	0%	-3.1%	2%	1.7%	-11	762	-6%	i	1.1	-6%
CCC(=O)N1CCN(CCN=Cc2c(O)n(C)c(=O)n(C)c2=O)CC1	0%	7%	-5.1%	-9%	1.7%	.	.	-3%	i	2.2	-8%
CC(C)CC12CN3CCN(CC(C3)C1O)C2 (configuration not stated)	4%	18%	-1.9%	-5%	0.5%	.	.	-4%	i	1.8	-3%
Cc1nc2ccccc2c(=O)n1-n1cnnc1	2%	15%	-24%	2%	0.7%	.	.	-8%	i	2.7	-1%
CC(C)N1C(=O)/C(=C/C=C/c2ccco2)C(=O)N(Cc2ccco2)C1=O	4%	.	-2.8%	-51%	-3.6%	.	.	-1%	i	0.9	38%
CCCCNC(=O)c1c(N)n(Cc2ccc3c(c2)OCO3)c2nc3ccccc3nc12	1%	1%	-18%	-4%	1.2%	.	.	5%	i	5.4	18%
O=C(Cc1ccccc1)Oc1ccc(N2C(=O)CCC2=O)cc1	-1%	24%	-7.6%	2%	3.0%	4	821	-4%	i	0.4	5%
COc1ccc(C(=O)C2CN(C)CC2C(=O)c2ccc(OC)cc2)cc1 (configuration not stated)	3%	0%	-5.5%	-2%	-1.2%	-1	544	-4%	i	0.6	0%
CCOC(=O)c1sc(/N=C/c2c(O)n(-c3cccc(C)c3)c(=O)[nH]c2=O)c(C#N)c1C	5%	10%	0.5%	-75%	118%	1	546	8%	i	0.6	-8%
CN(C)CC1CCCCC1OC(=O)c1ccc(Cl)c(Cl)c1 (configuration not stated)	-4%	8%	4.0%	6%	-1.2%	30	616	-8%	i	0.5	0%
C[C@]12CCC3C(CCC4=C/C(=N/OCC(=O)NC(CCC(=O)O)C(=O)O)CC[C@@]43C)C1CCC2O (some centres not stated)	-4%	10%	.	8%	3.9%	.	.	-6%	i	0.6	9%
COc1ccc(NC(c2ccccc2F)P(=O)(Oc2ccccc2)Oc2ccccc2)cc1 (configuration not stated)	2%	-21%	-5.6%	-2%	-2.5%	-52	621	8%	i	0.6	-3%
Cc1[nH]c2ccccc2c1CCNCc1ccco1	-4%	12%	.	-4%	-0.4%	-1	786	-14%	i	1.1	11%
CCCCn1c(O)c(C(C)=NCc2ccc(F)cc2)c(=O)[nH]c1=O	-3%	-9%	-3.3%	3%	-3.3%	.	.	-3%	i	1.3	-2%	NS5 inhibitors pilot replicate=2.7
C/C(=N\NC(=O)c1ccccc1O)c1c(O)n(C2CCCCC2)c(=O)[nH]c1=O	-4%	18%	.	-2%	41%	-2	709	-9%	i	0.8	6%
C=C(C=O)C[C@@H]1C[C@H](O)C2OC3C[C@]4(C)OC5/C=C\CC6OC7C(CC=CCC6OC5CCCC4OC3CC2O1)OC1CC2OC3CC(=O)OC3C[C@@H](C)C[C@@]2(C)OC1C[C@@H]7C (some centres not stated)	6%	58%*	.	.	2.3%	26	685	6%	.	.	19%
SMILES	Siah-1 displacement	HEK293 NOD2/NF-kB	XIAP displacement	NS5 inhibitors	HIV peptide binding	Hep lipid drop	Hep lipid drop cells 6.5 µM	LYP phosphatase	Myeloid diff MLP	Myeloid diff MLP GFP+ MAC1+ %	AID2073	others
CCCCCn1c(=O)c(C(=O)Nc2ccncc2)c(O)c2ccccc21	-8%	32%	-0.8%	.	-1.7%	.	.	-6%	.	.	12%
Cc1cc(OCC(=O)N[C@H](C(=O)O)c2ccccc2)c2c3c(c(=O)oc2c1)CCC3	-4%	-2%	.	-8%	3.2%	.	.	-1%	i	4.6	25%
CNC(=O)O/N=C(\N)Cc1csc2ccc(Cl)cc12	3%	-2%	.	-7%	0.9%	17	645	-6%	i	0.2	-2%
O=C(Nc1ccccc1)Oc1ccccc1	1%	-3%	-5.2%	3%	1.6%	0	770	-10%	i	10	0%
CC1CN=C(NCc2ccccc2)S1 (configuration not stated)	-4%	2%	-2.7%	0%	-0.2%	4	803	1%	i	1.3	-5%
CCC(=NCCC(c1ccccc1)c1ccccc1)c1c(O)n(C)c(=O)n(C)c1=O	2%	3%	-0.3%	1%	-0.9%	-5	651	-5%	i	0.3	6%
CCNC(=S)N1CCn2cccc2C1c1cccnc1 (configuration not stated)	0%	14%	-0.6%	-4%	-1.7%	6	762	-9%	i	0.2	-1%
COc1ccc(OP(=O)(Nc2ccccc2)Nc2ccccc2)cc1	-4%	3%	-6.3%	-1%	-0.1%	-8	760	-10%	i	1.1	-1%
O=C(C(=C1N(Cc2ccc(Cl)nc2)CCN1Cc1ccc(Cl)nc1)[N+](=O)[O-])C(Cl)Cl	-3%	1%	.	-4%	0.1%	.	.	-5%	i	0.4	3%
CCC(=NCc1cccnc1)c1c(O)n(-c2ccc(Cl)cc2)c(=O)[nH]c1=O	3%	21%	.	1%	0.5%	1	706	-9%	i	0.2	1%
COc1cccc([C@@]2(O)CCCC[C@@H]2CN(C)C)c1	6%&-2%	6%&-4%	-5.5%	3%	-2.6%&-2.0%	-6&9	711&778	-3%&-6%	i	0.3	18%&-6%
CCCCN1C(=O)NC(=O)/C(=C/c2cnc(SC)nc2)C1=O	-1%	23%	-4.1%	27%	-0.1%	.	.	-13%	?	.	20%
CCn1ccnc1CN1CCCC(C(=O)c2ccc(OC)cc2OC)C1 (configuration not stated)	-6%	26%	1.8%	-4%	-0.2%	-54	748	-8%	i	1.7	-17%
N#CC1=C(N)Oc2c(c(=O)sc3ccccc23)C1c1cccnc1 (configuration not stated)	12%	14%	-3.1%	-7%	-0.5%	19	656	-2%	?	.	10%
CSc1ncc(/C=C2/C(=O)NC(=O)N(c3ccc(C)cc3)C2=O)cn1	3%	10%	-0.8%	-4%	1.8%	10	657	-2%	i	0.3	35%
Cc1ccc(C2NC(=S)NC(c3ccc(C)cc3)C23C(=O)NC(=O)NC3=O)cc1 (configuration not stated)	11%	21%	2.1%	5%	3.8%	.	.	5%	i	0.7	-13%
CC1(C)N2CC3([N+](=O)[O-])CN1CC([N+](=O)[O-])(C2)C3	-4%	12%	.	4%	0.4%	7	776	-8%	i	0.6	0%
O=C(c1ccc(F)cc1)N1CCC2(CC1)OCCO2	2%	-4%	.	6%	0.9%	-12	842	-7%	i	0.7	5%
NC(N)=N/N=C/c1ccc(N(c2ccccc2)c2ccccc2)cc1	-6%	20%	.	1%	-1.3%	-7	755	-40%	.	.	42%
CC12CCC3C(CC=C4CC(O)CCC43C)C1C/C(=C\c1ccccc1F)C2=O (configuration not stated)	1%	11%	-5.8%	-2%	3.1%	6	698	4%	i	0.2	2%
CN(C)P1(N(C)C)=NC(C(F)(F)F)=NC(C(F)(F)F)=N1	-6%	8%	-8.9%	-4%	-1.3%	3	749	-1%	i	0.5	3%
COc1cc(C)c(CN2CCN(c3ccccc3)CC2)cc1C	2%	11%	1.1%	-10%	-0.5%	.	.	-6%	i	2.5	-13%
O=C1C2CCCN2C(c2ccc(Cl)cc2)N1c1ccccn1 (configuration not stated)	-7%	6%	-7.0%	8%	-0.6%	.	.	-2%	i	1.0	-4%
COc1ccc(CNC(=O)CCC(=O)N2C[C@H]3C[C@H](C2)c2cccc(=O)n2C3)cc1	-1%	18%	.	-6%	-0.1%	-3	809	-11%	i	1.9	-4%
COC(=O)c1ccccc1N=Cc1c(O)[nH]c(=O)[nH]c1=O	-1%	0%	.	-3%	0.5%	-8	837	-3%	i	0.7	20%

2 compounds drawn at random from those above:
SMILES	Siah-1 displacement	HEK293 NOD2/NF-kB	XIAP displacement	NS5 inhibitors	HIV peptide binding	Hep lipid drop	Hep lipid drop cells 6.5 µM	LYP phosphatase	Myeloid diff MLP	Myeloid diff MLP GFP+ MAC1+ %	AID2073	others
O=C(c1ccc(F)cc1)N1CCC2(CC1)OCCO2	2%	-4%	.	6%	0.9%	-12	842	-7%	i	0.7	5%
COc1cc(C)c(CN2CCN(c3ccccc3)CC2)cc1C	2%	11%	1.1%	-10%	-0.5%	.	.	-6%	i	2.5	-13%

The listing continues:
SMILES	Siah-1 displacement	HEK293 NOD2/NF-kB	XIAP displacement	NS5 inhibitors	HIV peptide binding	Hep lipid drop	Hep lipid drop cells 6.5 µM	LYP phosphatase	Myeloid diff MLP	Myeloid diff MLP GFP+ MAC1+ %	AID2073	others
Cc1ccc2c(c1)C1CN(C)CCC1N2C(=O)c1cccnc1Cl (configuration not stated)	5%	3%	.	1%	1.0%	2	671	-5%	i	0.4	1%
Cn1c(O)c(/C=N/N2CCOCC2)c(=O)[nH]c1=S	-4%	3%	.	.	-0.5%	-11	726	-8%	.	.	-26%
CCOC(=O)c1ccc(NC(=O)N2C[C@@H]3C[C@@H](C2)c2cccc(=O)n2C3)cc1	0%	7%	.	-1%	0.7%	5	796	-10%	i	2.7	0%
O=C1c2ccccc2C(=O)N1Cc1nc2ccccc2c(=O)n1-c1ccc(Br)cn1	1%	-2%	-3.8%	-2%	-2.1%	.	.	-7%	i	0.9	-6%
COc1cc(CNCCc2ccc3c(c2)OCO3)ccc1O	-5%	1%	.	5%	-1.8%	4	772	-8%	i	0.6	7%
Cc1c(C(=O)C(=O)N2CCC3(CC2)OCCO3)c2ccccc2n1C	-3%	13%	-3.9%	-7%	-1.4%	2	669	-3%	i	0.7	-6%

Source: PubChem (several laboratories)
